# Screens deposited in PubChem BioAssay by The Scripps Research Institute Molecular Screening Center.
# FBW7 act – human FBW7 E3 ligase activation, primary screen. Q969H0. AlphaScreen FBW7–phospho-cyclin E peptide binding, activator screen. normalized activity (activation), % at 26.1 µM. 650,000 tested, 0.13% active. AID 1259310; in the data active = normalized activity above about 1.9%;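 also: purified mutant Fbw7 with reduced substrate affinity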
# MITF inh – human MITF inhibition, primary screen. AlphaScreen MITF homodimerization, bead proximity signal. inhibition, % at 2.6 µM. 650,000 tested, 0.91% active. AID 1259374; in the data active = inhibition above about 50%;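 also: 0% = vehicle wells with protein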
# Target sequence (O75030 whole entry, looked up): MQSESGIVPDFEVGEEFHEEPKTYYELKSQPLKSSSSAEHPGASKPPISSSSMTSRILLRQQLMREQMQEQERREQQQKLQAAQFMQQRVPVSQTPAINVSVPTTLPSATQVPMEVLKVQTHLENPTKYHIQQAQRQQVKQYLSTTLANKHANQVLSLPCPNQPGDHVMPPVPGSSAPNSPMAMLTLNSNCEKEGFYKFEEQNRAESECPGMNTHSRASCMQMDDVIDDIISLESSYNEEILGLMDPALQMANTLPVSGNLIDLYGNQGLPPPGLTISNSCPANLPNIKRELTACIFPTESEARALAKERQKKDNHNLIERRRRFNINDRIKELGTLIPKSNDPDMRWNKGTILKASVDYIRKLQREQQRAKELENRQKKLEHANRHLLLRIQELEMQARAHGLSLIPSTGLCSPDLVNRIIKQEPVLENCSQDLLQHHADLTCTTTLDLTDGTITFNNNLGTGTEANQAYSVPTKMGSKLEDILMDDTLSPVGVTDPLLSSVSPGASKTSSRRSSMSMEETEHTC
# TEAD-YAP inh – TEAD-YAP interaction inhibition | 640,000 tested, 1.4% active | inhibition, % at 9.12 µM | HEK-TIYL cells, TEAD-Gal4/YAP UAS-luciferase luminescence; in the data active = inhibition above about 32%;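 also: 0% = median of test compound wells and 100% = reference inhibitor wells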
# GPR151 ag – activates the human receptor GPR151; 650,000 tested, 1% active; Q8TDV0; PathHunter beta-arrestin GPR151 cells, luminescence; activation, % at 11.2 µM; in the data active = activation above about 4.9%;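 also: 0% = median of compound wells and 100% = cells with positive control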
# Target sequence (Q8TDV0 whole entry, looked up): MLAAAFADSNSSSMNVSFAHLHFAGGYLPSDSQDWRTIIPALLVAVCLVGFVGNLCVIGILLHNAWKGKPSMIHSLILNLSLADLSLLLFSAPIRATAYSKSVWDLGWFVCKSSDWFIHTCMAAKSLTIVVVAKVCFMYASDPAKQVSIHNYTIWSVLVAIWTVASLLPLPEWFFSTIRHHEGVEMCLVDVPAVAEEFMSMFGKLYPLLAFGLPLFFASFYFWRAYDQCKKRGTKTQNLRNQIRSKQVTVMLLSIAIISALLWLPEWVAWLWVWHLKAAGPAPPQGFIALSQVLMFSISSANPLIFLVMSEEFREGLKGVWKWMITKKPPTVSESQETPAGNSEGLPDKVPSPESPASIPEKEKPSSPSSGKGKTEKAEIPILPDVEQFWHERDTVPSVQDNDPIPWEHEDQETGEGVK
# * = called active by the depositor; . = no result given; & = joins results of further samples.
# Results follow in this order: FBW7 act	MITF inh	TEAD-YAP inh	GPR151 ag
COc1cccc(CN2CCNC(=O)C2CC(=O)NCc2cccc(SC)c2)c1OC (stereo not given)
 : 0.1	-2	2	0.8
COc1cc(C=O)ccc1OCC(=O)NC12CC3CC(CC(C3)C1)C2
 : -0.1	2	1	0.5
COC(=O)C1(C(F)(F)F)N=C2C=CC(Br)=CN2C(c2ccccc2)=N1 (stereo not given)
 : 0.0	-6	9	1.5
CN(C)c1ccc(/C=C/C(=O)NC(=O)c2ccccc2OC(=O)c2ccccc2)cc1
 : 0.1	-8	6	-5.9
COc1ccc(C(=O)NCC2CCC3(CCN(C(=O)CC(C)C)CC3)O2)c(OC)c1OC (stereo not given)
 : 0.5	-8	-1	1.1
CC(C(=O)Nc1ccc(F)cc1)N(c1ccccc1)S(C)(=O)=O (stereo not given)
 : -0.1	3	-1	0.3
Cc1cccc(NC(=O)CSc2nc3c(c(-c4ccco4)c2C#N)CCCC3)c1C
 : 0.0	2	5	0.9
CC(NC(=O)COc1ccccc1)c1nnc2n1CCN(Cc1ccc(Cl)cc1)CC2 (stereo not given)
 : 1.3	24	1	-2.0
CCc1ccc(OCC2c3cc(OC)c(OC)cc3CCN2C(=O)c2cc(OC)c(OC)c(OC)c2)cc1 (stereo not given)
 : 0.0	2	-4	-1.2
COc1ccc(-c2nnc3n2N=C(c2cc4ccccc4oc2=O)CS3)cc1
 : -0.1	-13	-6	0.0
CCCCNc1nc(SCc2ccncc2)nc2ccccc12
 : 0.0	1	-9	-0.4
CCOC(=O)C1=C(C)NC2=C(C(=O)C(C(=O)OC)C(C)C2)C1c1cccc(Br)c1 (stereo not given)
 : 0.1	-7	4	-0.4
CC1CN(c2nc3c(c(=O)[nH]2)CCN(Cc2ccccc2O)C3)CC(C)O1 (stereo not given)
 : -0.1	1	11	0.8
OC(c1cccnc1)c1ccc2c(c1)CN(Cc1cccc3c1OCO3)CCO2 (stereo not given)
 : 0.0	15	0	-0.8
Nc1c(C(=O)Nc2ccccc2F)sc2nc(-c3ccccc3)cc(C(F)(F)F)c12
 : 0.2	4	1	-0.9
COc1cc(NC(=O)CSc2nnnn2C2CCCC2)cc(OC)c1
 : 0.1	6	2	0.0
CN1CCc2c1nc1ccccc1c2N=C1CCCN1Cc1ccccc1
 : -0.2	12	11	1.0
CN(C)N1C(N)=C(C#N)C(c2ccsc2)C2=C1CC(C)(C)CC2=O (stereo not given)
 : 0.0	-10	5	0.4
NC(=O)NC(=O)CSc1ccccc1
 : -0.1	9	4	-0.9
CCOC(=O)CCc1nn(CC)c(=O)c2ccccc12
 : 0.1	-4	-1	0.0
Cc1csc(NC(=O)C2(NS(=O)(=O)c3cccc4cccnc34)CCCCC2)n1
 : 0.0	0	4	0.5
CC(C)(C)NCCCCOc1ccc(Cl)cc1
 : 0.7	-11	-3	-1.4
COc1cccc(NC(=O)C2C3C=CC4(O3)C2C(=O)N(C(C)c2ccccc2)C4C(=O)NC2CCCCC2C)c1 (stereo not given)
 : 0.4	21	3	-1.0
O=C(c1ccoc1)N1CCC(c2[nH]ncc2-c2ccccc2)CC1
 : 0.5	9	-4	-0.3
CCCCCCCCCCCCCCCC(=O)N[C@H]1CCOC1=O
 : .	7	.	1.3
O=C(NCCCn1ccnc1)/C(=C/c1ccc(Cl)cc1)NC(=O)c1ccccc1
 : -0.9	5	-5	-0.2
CCC(=O)NCCNc1nc2c(C)cccc2cc1C#N
 : 0.0	3	-4	0.2
CCOc1ccc(C2Oc3ccc(OC)cc3C3CC(c4ccc(OC)cc4)=NN32)cc1 (stereo not given)
 : -0.1	6	-9	-1.2
CC1CN(CC(O)COc2ccc(S(=O)(=O)N3CCCC3)cc2[N+](=O)[O-])CC(C)O1 (stereo not given)
 : 0.1	29	15	5.7*
CC(C)c1nnc(SCC(=O)NC(N)=O)n1N
 : -0.3	2	2	1.0

# 3 compounds drawn at random from those above, as already listed:
# Results follow in this order: FBW7 act	MITF inh	TEAD-YAP inh	GPR151 ag
O=C(NCCCn1ccnc1)/C(=C/c1ccc(Cl)cc1)NC(=O)c1ccccc1
 : -0.9	5	-5	-0.2
CCCCCCCCCCCCCCCC(=O)N[C@H]1CCOC1=O
 : .	7	.	1.3
CN1CCc2c1nc1ccccc1c2N=C1CCCN1Cc1ccccc1
 : -0.2	12	11	1.0

# Next records
# Results follow in this order: FBW7 act	MITF inh	TEAD-YAP inh	GPR151 ag
C=CCNC(=O)C(=O)N/N=C/c1ccc2c(c1)OCO2
 : -0.1	4	-11	-1.0
CC(C)n1c2ccccc2n2c(=O)c(=O)n(CC(=O)Nc3cccc(F)c3)nc12
 : -0.1	0	3	-0.3
C=CCNc1cc(-c2ccccc2F)nc(C)n1
 : 0.4	5	-11	-0.5
Cc1noc(C)c1CC(=O)NCC1Cc2c(ccc3cc(-c4cccnc4)ccc23)O1 (stereo not given)
 : -0.1	-1	-17	0.6
COc1ccc(S(=O)(=O)Nc2ccc(C(F)(F)F)cc2)cc1C
 : 0.1	6	-4	-0.3
COc1ccc(NC(=O)c2ccccc2NC(=O)Cc2ccc([N+](=O)[O-])cc2)cc1
 : 0.1	12	3	0.2
CN(C)S(=O)(=O)c1cccc(C(=O)Nc2n[nH]c(C(F)(F)F)n2)c1
 : -0.1	10	7	-0.2
CCCN1C(=O)c2ccccc2NC1c1ccc(OC)c(CSc2nc3ccccc3s2)c1 (stereo not given)
 : -0.1	-21	-6	0.5
c1ccc(C2CC(c3cccs3)Nc3nnnn32)cc1 (stereo not given)
 : 0.1	2	12	-0.1
CCC(C)Sc1nc2c(c(=O)n1-c1ccc(F)cc1)SCC2 (stereo not given)
 : -0.2	17	-7	-0.3
O=C(NCc1ccc(F)cc1)c1ccc2snnc2c1
 : 0.2	5	4	0.0
CNc1c(NC(C)=O)c(=O)oc2ccccc12
 : 0.2&0.8	7&15	8&10	-0.3&0.5
O=C(CC1Sc2ccccc2NC1=O)OCc1cc(=O)oc2ccc3ccccc3c12 (stereo not given)
 : -0.1	-6	-1	0.3
CN1CCCN(C(=O)C2CC23CCN(C/C=C/c2ccccc2)CC3)CC1 (stereo not given)
 : 0.0	-3	1	0.4
Clc1ccc(CNc2nnnn2-c2ccccc2)c(Cl)c1
 : 0.0	3	7	-1.6
CCCC(c1nnnn1CCOC)N(CCCO)Cc1cc2cc(C)c(C)cc2[nH]c1=O (stereo not given)
 : 0.1	7	2	0.6
CCOc1ccc(CN2CCNC(=O)C2CC(=O)N(C)Cc2ncc[nH]2)cc1 (stereo not given)
 : -0.1	-1	4	2.0
O=C(O)CN1C(=O)CSC1=S
 : 0.0	15	3	-1.9
COc1ccc2nc(SC3CC(=O)N(c4ccc(F)cc4)C3=O)nc(C)c2c1 (stereo not given)
 : 0.1	3	-5	0.1
CCC(NC(=O)CCS(=O)(=O)c1ccc2c(c1)n(C)c(=O)c(=O)n2C)c1cccs1 (stereo not given)
 : -0.1	3	-8	-2.5
CCOC(=O)c1c(NC(=O)C2CC=CCC2C(=O)O)sc2c1CCCCC2 (stereo not given)
 : -0.1	0	1	-0.3
Cc1ccc(NC(=O)C2(N(C(=O)Cn3nnnc3N)c3ccc(C)cc3)CCCCC2)cc1
 : -0.1	13	13	0.8
CC1CCCC(C)N1C(=O)COC(=O)COc1ccc(C#N)cc1 (stereo not given)
 : -0.1	1	3	2.1
COc1cccc(CNc2nc3ccccc3n2C)c1O
 : 0.0	8	17	-5.7
COc1ccccc1N1C(=O)CC2(CCCC2)CC1=O
 : 0.0	-11	4	-0.4
CCOc1c(C)cc(S(=O)(=O)NCC2(c3ccccc3OC)CCOCC2)cc1C
 : 0.2	1	-16	0.9
Cc1ccc(C(=O)O/N=C(\N)c2cccnc2)cc1[N+](=O)[O-]
 : 0.7	17	-55	-0.8
COc1cccc2cc(-c3nnc(-c4cccc(Br)c4)o3)c(=O)oc12
 : 0.5	-5	-7	1.3
NS(=O)(=O)c1ccc(CNC(=O)NC23CC4CC(CC(C4)C2)C3)cc1
 : 0.0	-7	-6	-1.3
CC(Oc1ccc(Br)cc1)C(=O)NC1CC(C)(C)NC(C)(C)C1 (stereo not given)
 : -0.2	-9	-2	-0.2
CCOC(=O)C(NC(=O)c1cccc(C(F)(F)F)c1)(Nc1ccccc1)C(F)(F)F (stereo not given)
 : -0.2	-8	-4	0.9
Cc1ccc(C)c(C(=O)COC(=O)CN2C(=O)NC3(CC(C)CC(C)(C)C3)C2=O)c1 (stereo not given)
 : -0.2	4	4	1.7
COc1cccc(N=Cc2ccc(N(C)C)cc2)c1
 : -0.2	2	0	-0.5
c1ccc(N2CCCCC2)c(NC2=NCCC2)c1
 : 0.2	18	9	-1.7
Cc1ncc([N+](=O)[O-])n1C(=O)c1ccccc1
 : 0.0	2	-2	0.0
Cc1ccc(NC(=O)COC(=O)CCc2nc3ccccc3c(=O)[nH]2)c(Br)c1
 : 0.0	-4	9	1.4
O=C(NCCN1CCOCC1)c1cccc(Nc2ccc3ncccc3c2)n1
 : 0.0	9	-4	-1.4
COCC(=O)N1CCN(c2nc(C)nc3sc4c(c23)CCC(C(C)(C)C)C4)CC1 (stereo not given)
 : -0.1	1	-4	-0.5
O=C(O)CCC(=O)Nc1ccc(C(=O)N2CCOCC2)cc1
 : 0.7	9	-7	-1.6
O=C(CSc1nc2ccsc2c(=O)n1-c1ccc(C(=O)O)cc1)Nc1nccs1
 : -0.1	13	-2	-1.1
O=C(NNC(=S)NC(=O)c1cccnc1)c1cccnc1
 : -0.3	0	4	-0.1
COc1ccc(-c2ccc(Nc3cccc(N(C)C)c3)nc2)cc1
 : -0.8	13	-14	0.1
CCOc1ccc(-c2nnn(CC(=O)Nc3ccccc3C(=O)OC)n2)cc1OCC
 : 0.3	-13	-7	-1.1
CN1CCN(C(=O)c2ccc(-c3cc(NCCO)ncn3)cc2)CC1
 : 0.1	4	2	4.4
CC(=O)Nc1ccc(S(=O)(=O)N(C)C2CCCCC2)cc1
 : -0.1	-9	12	-0.3
CCCNC(=O)CSc1nnc2c3cc(OCC)ccc3n(C)c2n1
 : -0.1	-1	-6	-0.2
COc1ccc(C(=O)O/N=C2/C(=O)N(C)c3ccccc32)cc1[N+](=O)[O-]
 : -0.1	-8	7	2.6
CC1CCC(NC(=O)CN2C(=O)CCSc3ccccc32)CC1 (stereo not given)
 : -0.1	-2	-21	-0.1
CCOc1ccc(N2C(=O)C3ON(C)C(c4ccc([N+](=O)[O-])cc4)C3C2=O)cc1 (stereo not given)
 : -0.1	-3	3	0.6
CC1=C(C(=O)OCCOc2ccccc2)C(c2ccc(O)cc2)C2=C(CC(C)(C)CC2=O)N1 (stereo not given)
 : 0.0	-7	9	3.0
CCOc1ccccc1NC(=O)C1=C(C)NC(=O)NC1c1cccc(Br)c1 (stereo not given)
 : -0.1	4	4	0.7
COc1ccc(/C=C(/NC(=O)c2ccc(Br)cc2)C(=O)NCCCO)cc1
 : 0.0	32	-11	0.8
N#Cc1cc2c(N)c(C(=O)c3ccc(Cl)cc3)sc2nc1N
 : -0.1	-11	3	1.1
Cc1c2cnn(-c3ccccc3)c(=O)c2c(C)n1CCCC(=O)NC(C)c1ccccc1 (stereo not given)
 : 0.5	16	6	-0.5
CCOC(=O)c1ccncc1C(=O)Nc1nccs1
 : 0.1	0	3	0.5
Cc1nc(N2CCCCC2)c2c(C)c(C(=O)N3CCN(c4ccccn4)CC3)sc2n1
 : 0.0	4	12	-0.4
Cc1ccccc1-n1nc2c(c1NC(=O)c1ccc(S(=O)(=O)N3CCOCC3)cc1)CSC2
 : 0.2	14	4	1.2
Cc1cc2c(cc1S(=O)(=O)NC1CCCCC1)n(C)c(=O)c(=O)n2C
 : 0.0	7	-6	-1.8
O=C(Nc1cccc(NC(=O)c2ccccc2Cl)c1)c1ccc(F)cc1
 : 0.0	-3	5	0.3
CCc1ccc(-n2c(=S)sc3c(=O)n(-c4ccc(F)cc4)c(SCC(=O)Nc4ccc(C)c(Cl)c4)nc32)cc1
 : -0.1	0	20	-0.7

# Among those listed so far, these have an NH in an aromatic ring.
# Results follow in this order: FBW7 act	MITF inh	TEAD-YAP inh	GPR151 ag
CC1CN(c2nc3c(c(=O)[nH]2)CCN(Cc2ccccc2O)C3)CC(C)O1 (stereo not given)
 : -0.1	1	11	0.8
O=C(c1ccoc1)N1CCC(c2[nH]ncc2-c2ccccc2)CC1
 : 0.5	9	-4	-0.3
CN(C)S(=O)(=O)c1cccc(C(=O)Nc2n[nH]c(C(F)(F)F)n2)c1
 : -0.1	10	7	-0.2
CCCC(c1nnnn1CCOC)N(CCCO)Cc1cc2cc(C)c(C)cc2[nH]c1=O (stereo not given)
 : 0.1	7	2	0.6
CCOc1ccc(CN2CCNC(=O)C2CC(=O)N(C)Cc2ncc[nH]2)cc1 (stereo not given)
 : -0.1	-1	4	2.0
Cc1ccc(NC(=O)COC(=O)CCc2nc3ccccc3c(=O)[nH]2)c(Br)c1
 : 0.0	-4	9	1.4

# Additional compounds
# Results follow in this order: FBW7 act	MITF inh	TEAD-YAP inh	GPR151 ag
CCCOc1ccc(N2C(=O)C3C4C=CC(C5CC45)C3C2=O)cc1 (stereo not given)
 : 0.1	-3	-1	1.0
O=S(=O)(c1cccc2nsnc12)N1CCN(c2ccc(Cl)c(Cl)c2)CC1
 : 0.0	-25	-8	0.6
O=C(NCCCN1CCCC1=O)c1ccc(-c2csc3ccccc23)s1
 : -0.1	7	2	-1.3
Cc1nc(C(C)N(C)Cc2c(C(=O)N3CCCCC3)nc3c(C)cccn23)c(C)s1 (stereo not given)
 : -0.1	11	8	-0.6
CCc1ccc(OCC(=O)Nc2ccc(F)cc2)cc1
 : -0.1	9	-41	1.0
O=[N+]([O-])c1cc(S(=O)(=O)NCCN2CCOCC2)ccc1N1CCOCC1
 : 0.1	-1	1	1.0
COc1ccc(F)cc1S(=O)(=O)N1CCN(S(=O)(=O)C2CC2)CC1
 : 0.6	4	10	-1.4
